From PubChem BioAssay
PLAP activator: activates human placental alkaline phosphatase; AID 696; 96,000 tested, 1.2% active; activation fold at 20 µM; purified PLAP enzyme, luminescent substrate read-out; hits give high values; in the data active means activation fold above about 2
Target sequence (P05187 whole entry, looked up): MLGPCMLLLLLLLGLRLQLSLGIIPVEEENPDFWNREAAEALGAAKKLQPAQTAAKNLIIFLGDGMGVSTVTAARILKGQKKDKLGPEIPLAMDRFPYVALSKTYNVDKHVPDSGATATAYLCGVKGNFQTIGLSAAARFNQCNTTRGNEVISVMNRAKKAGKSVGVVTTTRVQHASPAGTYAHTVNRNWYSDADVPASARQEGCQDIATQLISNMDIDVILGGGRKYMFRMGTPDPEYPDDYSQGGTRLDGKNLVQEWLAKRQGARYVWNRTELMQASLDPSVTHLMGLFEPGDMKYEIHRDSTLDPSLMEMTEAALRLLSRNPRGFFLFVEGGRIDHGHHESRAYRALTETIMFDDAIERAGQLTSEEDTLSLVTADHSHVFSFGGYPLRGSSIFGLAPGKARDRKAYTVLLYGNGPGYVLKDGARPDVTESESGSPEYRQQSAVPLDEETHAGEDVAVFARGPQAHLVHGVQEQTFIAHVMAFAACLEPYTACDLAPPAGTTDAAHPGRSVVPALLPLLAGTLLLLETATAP
MT1-MMP txn act: MT1-MMP promoter transcription activation; HT1080 MT1-MMP promoter luciferase reporter, luminescence, overnight; hits give high values; activation factor at 10 µM; 86,000 tested, 0.16% active; AID 750;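 active means activation factor of at least 2 for MT1-MMP transcription at 10 µM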
S1P2 blocker: S1P2 (human) receptor antagonism; AID 736; 97,000 tested, 0.21% active; cell-based S1P2 antagonist assay, inhibition at 5 uM; inhibition, % at 5 µM; O95136; in the data active means inhibition above about 45%;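 further: CRE beta-lactamase reporter cells expressing human S1P2 stimulated with S1P; 0% = agonist at EC80 alone and 100% = agonist plus reference antagonist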
Target sequence (O95136 whole entry, looked up): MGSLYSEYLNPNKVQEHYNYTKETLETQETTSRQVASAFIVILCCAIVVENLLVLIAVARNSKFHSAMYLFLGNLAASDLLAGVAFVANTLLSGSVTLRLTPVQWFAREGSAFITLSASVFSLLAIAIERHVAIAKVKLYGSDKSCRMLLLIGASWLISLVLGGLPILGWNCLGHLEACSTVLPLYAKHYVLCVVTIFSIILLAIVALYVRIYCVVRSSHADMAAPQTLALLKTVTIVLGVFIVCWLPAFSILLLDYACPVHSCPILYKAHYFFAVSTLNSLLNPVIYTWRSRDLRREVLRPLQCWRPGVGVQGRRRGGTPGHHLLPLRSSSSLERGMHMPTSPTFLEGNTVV
EphB4 ephrin blk: EphB4-ephrin-B2 interaction antagonism | AID 720 | EphB4 LBD / TNYL-RAW-Alexa532 peptide, fluorescence polarization | inhibition, % at 7 µM | 97,000 tested, 0.15% active;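 active means inhibition above the screen-wide mean inhibition plus 3 SD, cut at about 15% in these data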;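 further: 0% = DMSO wells and 100% = excess unlabeled TNYL-RAW peptide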
PLK1 PBD inh: inhibitors of human Plk1 polo box domain binding | P53350 | Plk1 PBD phosphopeptide binding, fluorescence polarization | inhibition, %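 (tested at about 20 µM)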 | 97,000 tested, 0.13% active | AID 693; in the data active means inhibition above about 34%, passing the limit was not always enough
HIV Rev-RRE inh: HIV Rev-RRE protein-RNA interaction inhibition; P05866; Rev peptide-RRE RNA binding, FRET; inhibition, % at 8 µM; 97,000 tested, 0.79% active; AID 704;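 active means inhibition above the screen-wide mean plus 3 SD, cut at about 35% in these data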;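 further: 0% = median DMSO wells and 100% = median Neomycin B control wells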
Target sequence (P05866 whole entry, looked up): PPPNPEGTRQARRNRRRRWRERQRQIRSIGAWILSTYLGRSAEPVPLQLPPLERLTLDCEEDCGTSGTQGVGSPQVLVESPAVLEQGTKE
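Test system – labelled RRE RNA duplex and labelled Rev peptide · Signal – fluorescein-to-Cy5 FRET, 480 nm excitation · Evaluation – % inhibition of FRET ratio versus controls · Benchmarks – DMSO low control, neomycin B high control · Incubation – 5 min RNA-compound premix plus 15 min binding step, 25 °C · Medium – HEPES pH 7.5 salt buffer with EDTA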
PLK1 kinase inh: blocks human PLK1 kinase activity; recombinant PLK1 kinase, TR-FRET peptide phosphorylation; inhibition, % at 10 µM; 97,000 tested, 0.53% active;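 active means inhibition of 50% or more in the single-concentration screen; inactive means inhibition below 50%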;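 further: 0% = DMSO max control and 100% = H-89 dihydrochloride min control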
S1P2 ag: activates the human S1P2 receptor | O95136 | S1P2-expressing cell line, agonist reporter read-out | activation, % at 4.5 µM | 97,000 tested, 0.46% active; in the data active means activation above about 16%;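 further: 0% = vehicle low control and 100% = maximal reference agonist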
FAK inh: FAK (human) kinase inhibition; Q05397; biochemical FAK kinase activity assay; inhibition, %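 (tested at 7 µM)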; 97,000 tested, 0.84% active; in the data active means inhibition above about 19%;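 further: 0% = DMSO and 100% = reference compound high control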
* = called active by the depositor; x = no result given.

PLAP activator	MT1-MMP txn act	S1P2 blocker	EphB4 ephrin blk	PLK1 PBD inh	HIV Rev-RRE inh	PLK1 kinase inh	S1P2 ag	FAK inh	SMILES
0.6	1.6	-7	10	-4	12	-22	-3	-1	CCCCN1C(=O)/C(=C2/C=CC=CN2C)SC1=S
1	1.1	-47	-8	18	2	-3	13	-5	CCCn1c(Nc2nc3ccccc3n2C)nc2ccccc21
0.9	1.1	7	2	17	3	-11	1	5	c1ccc(NC(=NCc2ccco2)c2ccccc2)cc1
1.4	1	9	-3	-42	5	-5	-3	0	O=C(CN(C(=O)C1CSC(=O)C1)c1ccccc1F)NCc1ccc2c(c1)OCO2 (stereo unspecified)
0.8	x	14	3	6	16	-14	-7	11	N#CCC1c2ccccc2CCN1C(=O)Nc1ccc(C(F)(F)F)cc1 (stereo unspecified)
1.2	x	17	3	6	6	13	-4	1	O=C(N/N=C/c1ccc(Cl)c([N+](=O)[O-])c1)c1ccc2nc[nH]c2c1
0.9	1.4	23	2	-25	5	-11	-3	0	CCn1c(SCC(N)=O)nnc1-c1ccco1
1.1	1.1	-9	7	10	2	18	-6	-6	COc1cc(NC(=O)N[C@H](C(=O)O)C(C)C)cc(OC)c1
1.1	1.1	-13	1	10	5	-17	-6	-1	Cc1cccc(OCCCn2ccnc2)c1
1	1.1	-5	-1	-3	4	-12	-2	2	CC(c1ccccc1)n1cc(C(=O)NCc2ccncc2)nn1 (stereo unspecified)
1.6	1	10	1	4	14	-9	-3	6	CCOC(=O)c1c(CN2CCC(C)CC2)oc2ccc(OC)cc12
1	1.2	-19	-1	-5	1	-3	1	0	CC(=O)NCc1cc(-c2nn(C)c(=O)c3ccccc23)ccc1C
1.3	1.1	12	-9	3	5	-10	-3	-2	COC(=O)Cn1cnc(=O)c(C#N)c1/C=C/N(C)C
1	1	-12	5	17	-5	-4	-2	1	COC(=O)c1ccccc1NC(=O)Nc1cccnc1
0.9	1.1	5	12	10	13	-2	-3	9	Cn1c(=O)[nH]c(=O)c2c1nc(Br)n2CCCO
1	1.2	11	4	-4	-2	-14	2	1	O=C(CSCc1ccc(Cl)cc1)NCC1CCCO1 (stereo unspecified)
0.9	x	14	2	13	3	-9	-10	8	Cc1ccc(NC(NC(=O)c2cccs2)C(Cl)(Cl)Cl)cc1 (stereo unspecified)
1.9	1.2	-12	-3	-2	5	-10	-8	0	Cc1ccc(S(=O)(=O)Nc2ccc(NC(=O)CN3CCCCC3)c(Cl)c2)cc1
1.1	1.1	5	-4	-15	2	0	7	-7	COc1ccc(C2CC(=O)N3CN(c4ccc(C)c(Cl)c4)CSC3=C2C#N)cc1 (stereo unspecified)
1.1	1.1	-2	3	12	4	-5	-6	1	Cc1cccc(N2CCN(Cc3cc(=O)n4ccsc4n3)CC2)c1C
0.9	1.1	-5	2	7	6	-4	-10	1	CC(=O)N(CCCN1CCOCC1)Cc1ccncc1
1	1.1	9	8	3	2	-11	-4	-6	CCOC(=O)N1CCC(Nc2cccc(SC)c2)CC1
1.6	1.1	12	-1	-8	-1	1	-3	-2	CN(CC(=O)NC1CCCCCCC1)S(=O)(=O)c1cccc2cccnc12
x	1.2	1	1	26	-2	-2	-2	-2	CCOC(=O)CC(=O)CSc1ncc(C(=O)OCC)c(N)n1
x	1.1	-9	-3	-14	6	-12	1	2	C=CCSc1nc2ccccc2n1S(=O)(=O)c1ccc(Cl)cc1
1.6	1.2	-5	-12	7	5	2	-4	0	CCn1c(SCC#N)nc2c(c1=O)C1(CCCC1)Cc1ccccc1-2
1.1	1.2	7	-1	-5	-3	2	-4	1	Cc1ccc(S(=O)(=O)N(CC(O)CN2CCCCC2)c2ccccc2)cc1 (stereo unspecified)
1.5	1.1	32	4	-4	11	-5	-1	-1	CC(C)C(NS(=O)(=O)c1ccc2c(c1)oc(=O)n2C)C(=O)N1CCN(C2CCCCC2)CC1 (stereo unspecified)
1.7	x	18	-1	-10	1	3	-6	0	Cc1nc(C)c(C(=O)N(c2ccc(C)c(C)c2)C(C(=O)NCc2ccco2)c2ccccc2)s1 (stereo unspecified)
1	1.3	11	5	-5	8	-4	-3	-2	Cc1nnc(SCC(=O)N2CCc3ccccc32)s1
1	1.1	-17	-1	-10	11	1	-3	3	CCOc1ccc2nc(NC(=O)C3CCN(c4cnccn4)CC3)sc2c1
1.2	1	7	1	-6	5	-3	-9	-9	CC(C)(C)n1nc2c(c1NC(=O)Cc1cccc3ccccc13)CS(=O)C2 (stereo unspecified)
1.1	1.4	-9	3	-6	3	0	-2	-2	Cc1ccc(/C=c2\sc3nc(-c4cccnc4)nn3c2=O)cc1
0.9	1.1	-6	3	19	3	4	-8	-11	CCOC(=O)C1CCN(C(=O)c2ccco2)CC1
0.9	0.9	-9	3	-7	4	18	0	-2	Cn1c(=O)c2c(ncn2Cc2cc(-c3ccccc3)no2)n(C)c1=O
x	1.2	6	2	-17	7	-15	-7	1	CC1=C(C(=O)OCC2CCCO2)C(c2ccccc2Cl)NC(=O)N1 (stereo unspecified)
0.9	1.3	-2	8	12	5	-6	-5	93*	Cc1cc(C)n2nc(C(=O)Nc3ccc4c(c3)OCO4)nc2n1
1	1.1	4	6	-2	12	-2	-8	8	OCCNc1ncnc2ccc(Br)cc12
1.1	1.1	-16	-6	26	5	-5	-7	2	O=C1OCCN1CCN(CN1C(=O)CCC1=O)CN1C(=O)CCC1=O
0.9	1.1	-7	-6	10	6	-8	-5	7	O=c1[nH]c2ccccc2nc1C(F)(F)C(F)F
1.2	0.9	4	-2	11	7	12	-4	-1	COCc1ccccc1Cn1cnc2c1c(=O)n(C)c(=O)n2C
x	1.1	-11	4	19	5	-8	1	-2	Cc1nonc1OCC(C)(COc1nonc1C)NC(=O)c1ccccc1
1.1	0.9	-1	8	13	7	-11	-3	-1	Cc1noc(C)c1COC(=O)CCCc1nc2ccccc2s1
0.9	1.1	2	0	26	6	-5	-5	-3	Cc1onc(-c2ccccc2Cl)c1C(=O)OCn1nnc2ccccc2c1=O
0.9	1.1	-12	-7	-12	0	-9	-12	0	Cc1ccccc1-c1nc2ccccc2c(=O)n1C1CCS(=O)(=O)C1 (stereo unspecified)
0.9	x	-27	-3	12	9	-4	-3	0	O=C1c2ccccc2C(=O)N1CCc1csc(-c2cccc(F)c2)n1
1.2	x	-11	5	14	4	3	-7	-1	CN(C)S(=O)(=O)c1cccc(NC(=S)Nc2ccc(Cl)cc2Cl)c1
1.1	x	-2	-2	-4	1	-14	-4	-7	Cc1c(Cl)c(-c2n[nH]c(=S)n2-c2ccc(F)cc2)nn1C
0.9	1	4	0	-3	5	-6	-2	1	c1ccc(C2=Nn3c(nnc3-c3cccnc3)SC2)cc1
1	1	-9	0	-6	3	-12	-2	0	CNc1nc(OCCNC(=O)Nc2ccccc2)nc(N2CCOCC2)n1

(next part)
PLAP activator	MT1-MMP txn act	S1P2 blocker	EphB4 ephrin blk	PLK1 PBD inh	HIV Rev-RRE inh	PLK1 kinase inh	S1P2 ag	FAK inh	SMILES
1	x	1	5	-13	5	-4	-7	0	CC(C)C(=O)NC(=S)Nc1ccc(S(=O)(=O)NC(C)(C)C)cc1
1	1.4	8	0	3	4	-10	-3	-6	O=C(O)CC(Cc1ccccc1)c1ccc2c(c1)OCO2 (stereo unspecified)
0.9	1	13	-2	-18	12	-14	1	4	CC(=O)Nc1ccc(NC(=O)CN(C)CCC#N)cc1
0.9	x	-9	-7	-26	0	-10	1	0	CSc1ccccc1NC(=S)Nc1cc(C)cc(C)c1
x	1.3	-3	-5	9	2	-9	-2	1	CC1(C)C(=O)NCCN1C(=O)CCC(=O)O
0.9	x	1	1	23	-1	-1	-14	-7	O=C(N/C(=C\c1ccc(Br)cc1)c1nc2ccccc2[nH]1)c1ccco1
0.9	x	-9	0	19	3	4	-5	-3	CCOc1ccc(NC(=O)N2CCC(C(N)=O)(N3CCCCC3)CC2)cc1
0.9	x	-13	-12	-2	-4	3	-4	4	Cn1ccnc1SCC(=O)Nc1ccc2nc(SCC(=O)NC3CC3)sc2c1

A run of entries from further up, as a working copy:
PLAP activator	MT1-MMP txn act	S1P2 blocker	EphB4 ephrin blk	PLK1 PBD inh	HIV Rev-RRE inh	PLK1 kinase inh	S1P2 ag	FAK inh	SMILES
0.9	1.3	-2	8	12	5	-6	-5	93*	Cc1cc(C)n2nc(C(=O)Nc3ccc4c(c3)OCO4)nc2n1
1	1.1	4	6	-2	12	-2	-8	8	OCCNc1ncnc2ccc(Br)cc12
1.1	1.1	-16	-6	26	5	-5	-7	2	O=C1OCCN1CCN(CN1C(=O)CCC1=O)CN1C(=O)CCC1=O
0.9	1.1	-7	-6	10	6	-8	-5	7	O=c1[nH]c2ccccc2nc1C(F)(F)C(F)F
1.2	0.9	4	-2	11	7	12	-4	-1	COCc1ccccc1Cn1cnc2c1c(=O)n(C)c(=O)n2C
x	1.1	-11	4	19	5	-8	1	-2	Cc1nonc1OCC(C)(COc1nonc1C)NC(=O)c1ccccc1
1.1	0.9	-1	8	13	7	-11	-3	-1	Cc1noc(C)c1COC(=O)CCCc1nc2ccccc2s1
0.9	1.1	2	0	26	6	-5	-5	-3	Cc1onc(-c2ccccc2Cl)c1C(=O)OCn1nnc2ccccc2c1=O
0.9	1.1	-12	-7	-12	0	-9	-12	0	Cc1ccccc1-c1nc2ccccc2c(=O)n1C1CCS(=O)(=O)C1 (stereo unspecified)
0.9	x	-27	-3	12	9	-4	-3	0	O=C1c2ccccc2C(=O)N1CCc1csc(-c2cccc(F)c2)n1
1.2	x	-11	5	14	4	3	-7	-1	CN(C)S(=O)(=O)c1cccc(NC(=S)Nc2ccc(Cl)cc2Cl)c1
1.1	x	-2	-2	-4	1	-14	-4	-7	Cc1c(Cl)c(-c2n[nH]c(=S)n2-c2ccc(F)cc2)nn1C
0.9	1	4	0	-3	5	-6	-2	1	c1ccc(C2=Nn3c(nnc3-c3cccnc3)SC2)cc1
1	1	-9	0	-6	3	-12	-2	0	CNc1nc(OCCNC(=O)Nc2ccccc2)nc(N2CCOCC2)n1
1	x	1	5	-13	5	-4	-7	0	CC(C)C(=O)NC(=S)Nc1ccc(S(=O)(=O)NC(C)(C)C)cc1
1	1.4	8	0	3	4	-10	-3	-6	O=C(O)CC(Cc1ccccc1)c1ccc2c(c1)OCO2 (stereo unspecified)
0.9	1	13	-2	-18	12	-14	1	4	CC(=O)Nc1ccc(NC(=O)CN(C)CCC#N)cc1
0.9	x	-9	-7	-26	0	-10	1	0	CSc1ccccc1NC(=S)Nc1cc(C)cc(C)c1
x	1.3	-3	-5	9	2	-9	-2	1	CC1(C)C(=O)NCCN1C(=O)CCC(=O)O
